UTI89 phage lysis: inhibition of K1F phage lysis, E. coli UTI89, bacterial capsule biogenesis inhibitors, alamar blue (AID 488966). 340,000 tested, 0.02% active. inhibition, % at 100 µM, or IC50 in µM where a hit was titrated. E. coli UTI89 K1F phage lysis, alamar blue, 2 h; higher % means a stronger effect;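 active means phage lysis inhibition, versus mean bacterial control, above a set limit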;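 further: capsule biogenesis inhibitors block K1F phage lysis so surviving cells raise fluorescence; higher fluorescence means more inhibition of phage lysis; actives were called in the ten point dose series up to 300 µM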
PMI inhibitors: MPI enzyme activity inhibition – biochemical, fluorescence intensity, coupled assay, primary screen (AID 1209) | purified PMI enzyme, coupled fluorescence intensity; higher % means a stronger effect | inhibition, % at 20 µM, or IC50 in µM where a hit was titrated | 190,000 tested, 0.42% active;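 further: plate controls were DMSO vehicle for no effect and wells lacking substrate for full effect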
PMI inhibition: human PMI inhibitors, high substrate, primary screen, biochemical, fluorescence intensity, high mannose 6-phosphate (AID 1220); recombinant PMI enzyme, coupled fluorescence intensity; higher % means a stronger effect; 190,000 tested, 0.66% active; one-dose inhibition, % at 20 µM; IC50 in µM for titrated hits
M17LAP inhibition: P. falciparum M17LAP inhibitors, primary screen, biochemical, fluorogenic H-Leu-NHMec substrate, 1536-well (AID 1619). 220,000 tested, 0.38% active. inhibition, % at 30 µM, or IC50 in µM where a hit was titrated. recombinant M17LAP, H-Leu-NHMec fluorogenic kinetic assay; higher % means a stronger effect;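 active means compound inhibiting the enzyme by more than half at any dose during confirmatory dose-response retesting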;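 further: plate controls were full reaction with DMSO carrier for no effect and no enzyme background for full effect; strong numbers were not always called active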
P. falciparum M1AAP: P. falciparum M1AAP inhibitors, biochemical, fluorogenic H-Leu-NHMec substrate, 1536-well (AID 1445); recombinant M1AAP, H-Leu-NHMec fluorogenic kinetic assay; higher % means a stronger effect; inhibition, % at 30 µM; hits with a dose series show IC50 in µM; 220,000 tested, 0.42% active;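 active means primary inhibition above the hit cutoff, then over 50% inhibition at one or more dose response concentrations, cut at about 23% in these data, passing the limit was not always enough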;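 further: plate controls were DMSO full reaction for no effect and no enzyme background for full effect; strong numbers were not always called active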
T cell HTS: T cell immune modulators affecting CD8 T cell-vesicle binding; 2C CD8+ T cell-vesicle binding, flow cytometry; active compounds read low; calls only at 7 µM; 330,000 tested, 0.068% active;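 active means response, share of CD8 T cells binding vesicles, and their 90th percentile fluorescence all below set limits, cut at about 80% in these data, passing the limit was not always enough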
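incubation = binding step 1.5 h, 37 °C, antibody labelling 20 min, ice | test system = 2C mouse CD8+ T cells | read-out basis = percent CD8+ FL2 mean versus row control | controls = Peptide-free naked vesicles (low) and QL9 vesicles with 0.7% DMSO vehicle (high) | detection = flow cytometry of vesicle-bound cells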
TNAP activators: human TNAP enzyme activators, primary screen, biochemical, luminescent, no phosphate acceptor, uHTS (AID 1001) | purified TNAP, luminescent activation assay, no phosphate acceptor; higher activation fold means a stronger effect | one-dose activation fold at 20 µM; EC50 in µM for titrated hits | 200,000 tested, 0.03% active; in the data active means activation fold from about 3, or a potency from the dose series; inactive means the rest, 99 in 100 with activation fold below about 1.6; further: many of its hits are not listed in these tables
West Nile antiviral: West Nile virus antiviral activity, cell-based, CPE readout (AID 1621); 290,000 tested, 0.02% active; West Nile virus-infected cells, CPE inhibition; higher % means a stronger effect; one-dose CPE inhibition, % at 10 µM; IC50 in µM for titrated hits; in the data active means a potency from the dose series; further: strong numbers were not always called active
RSV CPE inhibition: inhibition of RSV-induced cytopathic effect – HEp-2 cells, primary 10 µM value included (AID 2391). one-dose CPE inhibition, % at 10 µM; IC50 in µM for titrated hits. HEp-2 cells, RSV-induced CPE inhibition; higher % means a stronger effect. 310,000 tested, 0.13% active; in the data active means a potency from the dose series; further: strong numbers were not always called active
T cell HTS vesicle-bound %: second read-out of T cell HTS, no call of its own (marks repeat the call); double positive events, %; measured here: CD8+ vesicle-bound cell fraction;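 binding gate set so that unloaded-vesicle control wells show 10% double positive cells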
* = called active by the depositor; i = inactive; . = not tested or not shown. Unless noted, no stated cut-off is given here; in the data, active means inhibition above about 50%; inactive means the rest.

SMILES	UTI89 phage lysis	PMI inhibitors	PMI inhibition	M17LAP inhibition	P. falciparum M1AAP	T cell HTS	T cell HTS vesicle-bound %	TNAP activators	West Nile antiviral	RSV CPE inhibition
c1ccc(-n2c(SCc3ccncc3)nnc2-c2ccco2)cc1	0.1%	-4%	-2%	29%	9%	i	42	1.1	0.2%	2.2%
O=c1[nH]c(=O)n(Cc2ccccc2)c2c1C(C(F)(F)F)(C(F)(F)F)N=C(c1ccco1)N2	0.1%	0%	-2%	16%	14%	i	12	1.1	0.6%	3.8%
Cc1ccccc1OCc1nnc(SCC(=O)Nc2ccc(N3CCOCC3)c(Cl)c2)n1C	0.5%	-3%	3%	7%	3%	i	31	1	0.6%	2.0%
COc1ccc(CCNS(=O)(=O)c2csc(C(N)=O)c2)cc1OC	0.0%	.	.	.	.	i	5	.	-0.2%	1.1%
CC(SCC(=O)Nc1ccc(F)cc1)c1nc2ccccc2c(=O)[nH]1 (stereo not drawn)	0.1%	.	.	.	.	i	70	.	-0.5%	0.2%
N#CCSc1nnc(COc2ccccc2)n1-c1ccccc1	0.1%	-11%	-9%	9%	4%	i	42	1.1	-0.9%	1.6%
Cc1cccc(C)c1OCc1nnc(SCC(=O)NCc2ccccc2)o1	-0.2%	4%	1%	14%	13%	i	53	1.1	-0.2%	0.4%
Cc1cc(Br)ccc1NC(=O)C1CCN(C(=O)c2ccco2)CC1	-0.1%	.	.	.	.	i	24	.	-0.5%	0.6%
COC(=O)c1ccc(Nc2nc(C)nc3c2nnn3Cc2ccccc2)cc1	-0.1%	.	.	.	.	i	67	.	-1.1%	6.7%
CCOC(=O)N1CCC(NC(=O)c2cccc3c2C(=O)N(Cc2cccnc2)C3)CC1	-2.4%	6%	8%	-3%	-1%	i	50	1.1	0.3%	2.3%
CC(C(=O)NN=C(c1ccccc1)c1ccccc1)N1CCCC1 (stereo not drawn)	0.4%	10%	11%	-1%	0%	i	17	1.1	-0.5%	-0.7%
COc1ccccc1N(C)S(=O)(=O)c1ccc(C(=O)OCC(=O)Nc2ccccc2F)cc1	0.4%	-8%	-5%	3%	-2%	i	32	1	1.2%	1.9%

One compound at a time, as listed above. Screens in order: UTI89 phage lysis | PMI inhibitors | PMI inhibition | M17LAP inhibition | P. falciparum M1AAP | T cell HTS | T cell HTS vesicle-bound % | TNAP activators | West Nile antiviral | RSV CPE inhibition
N#CCSc1nnc(COc2ccccc2)n1-c1ccccc1 in the list: 0.1% | -11% | -9% | 9% | 4% | i | 42 | 1.1 | -0.9% | 1.6%
COC(=O)c1ccc(Nc2nc(C)nc3c2nnn3Cc2ccccc2)cc1 in the list: -0.1% | . | . | . | . | i | 67 | . | -1.1% | 6.7%
CCOC(=O)N1CCC(NC(=O)c2cccc3c2C(=O)N(Cc2cccnc2)C3)CC1 in the list: -2.4% | 6% | 8% | -3% | -1% | i | 50 | 1.1 | 0.3% | 2.3%
CC(SCC(=O)Nc1ccc(F)cc1)c1nc2ccccc2c(=O)[nH]1 (stereo not drawn) in the list: 0.1% | . | . | . | . | i | 70 | . | -0.5% | 0.2%
O=c1[nH]c(=O)n(Cc2ccccc2)c2c1C(C(F)(F)F)(C(F)(F)F)N=C(c1ccco1)N2 in the list: 0.1% | 0% | -2% | 16% | 14% | i | 12 | 1.1 | 0.6% | 3.8%

Returning to the listing, starting five compounds before the break.
SMILES	UTI89 phage lysis	PMI inhibitors	PMI inhibition	M17LAP inhibition	P. falciparum M1AAP	T cell HTS	T cell HTS vesicle-bound %	TNAP activators	West Nile antiviral	RSV CPE inhibition
Cc1cc(Br)ccc1NC(=O)C1CCN(C(=O)c2ccco2)CC1	-0.1%	.	.	.	.	i	24	.	-0.5%	0.6%
COC(=O)c1ccc(Nc2nc(C)nc3c2nnn3Cc2ccccc2)cc1	-0.1%	.	.	.	.	i	67	.	-1.1%	6.7%
CCOC(=O)N1CCC(NC(=O)c2cccc3c2C(=O)N(Cc2cccnc2)C3)CC1	-2.4%	6%	8%	-3%	-1%	i	50	1.1	0.3%	2.3%
CC(C(=O)NN=C(c1ccccc1)c1ccccc1)N1CCCC1 (stereo not drawn)	0.4%	10%	11%	-1%	0%	i	17	1.1	-0.5%	-0.7%
COc1ccccc1N(C)S(=O)(=O)c1ccc(C(=O)OCC(=O)Nc2ccccc2F)cc1	0.4%	-8%	-5%	3%	-2%	i	32	1	1.2%	1.9%
Cc1ccc(-c2cc(C(=O)NN3CCOCC3)c3cc(Br)ccc3n2)o1	2.3%	-40%	-51%	-1%	6%	i	37	1	0.1%	2.1%
CCN1CCN(C(=S)c2ccc(Cl)cc2)CC1	-0.3%	15%	14%	-6%	0%	i	14	1.2	-0.2%	1.1%
Cc1cc(C)c2c(CN3CCCCC3)cc(=O)oc2c1	0.9%	.	.	.	.	i	58	.	-0.7%	1.7%
CSc1ncc(CN2CCN(C(C)C)C(CCO)C2)cn1 (stereo not drawn)	0.0%	3%	8%	-6%	-6%	i	19	1	0.3%	-0.3%
COc1ccccc1-c1cc(SC)c(C#N)c(=O)o1	-0.1%	-6%	-4%	4%	6%	i	60	1.1	0.1%	1.1%
COc1ccc(CN2CCN(C(=O)C3CC(=O)N(C4CCCCCC4)C3)CC2)c(OC)c1OC (stereo not drawn)	1.3%	0%	2%	-11%	-1%	i	21	1.1	-0.6%	-1.4%
Cc1ccc(CCCOC(=O)CN2CCCCC2)cc1	0.6%	-8%	-4%	0%	-6%	i	28	1.1	0.0%	2.0%
COc1ccc(C(=O)NNC(=O)CCn2nnc(-c3ccc(Cl)cc3)n2)cc1OC	-1.6%	4%	0%	.	.	i	60	1.6	1.1%	0.1%
COc1ccccc1CNC(=O)Cc1ccccc1	-0.1%	.	.	.	.	i	48	.	0.3%	2.4%
O=C(NCCCCc1ccccc1)c1ccc(Br)cc1	-0.3%	.	.	.	.	i	18	.	-0.8%	12%
COc1ccc(-c2nc3nc(C)cc(=O)n3[nH]2)cc1	1.2%	2%	2%	6%	9%	i	27	1.1	0.2%	0.0%
Cc1ccc2oc3nc(C)c(C(=O)Nc4cccc(C(F)(F)F)c4)cc3c(=O)c2c1	11%	4%	4%	9%	-2%	i	26	1	-0.1%	0.3%
Cc1nn(C)cc1CNC(=O)Nc1cccc(Cl)c1	1.3%	-14%	-10%	11%	1%	i	42	1.2	-0.4%	1.4%
CCOC(=O)c1[nH]c2ccccc2c1NC(=O)Nc1ccc(OC)cc1	-0.1%	10%	12%	-8%	1%	i	17	1.1	0.2%	1.7%
Cc1cc(C(=O)CSc2nnc(-c3ccncc3)n2-c2ccccc2)c(C)n1C	-0.3%	6%	30%	-5%	1%	i	52	1	-0.2%	1.4%
COc1ccc(NC(=O)CSc2nnc(C)c3ccccc23)cc1	0.1%	.	.	.	.	i	45	.	-0.3%	1.3%
N#Cc1nc(Cc2cccc3ccccc23)oc1N1CCOCC1	3.6%	-2%	0%	-14%	13%	i	59	1.1	2.4%	1.1%
CCCCNC(=O)COc1ccccc1[N+](=O)[O-]	0.0%	-7%	0%	10%	5%	i	39	1.1	-0.7%	2.2%
CC(=O)c1cccc(NC(=S)NC(=O)c2ccccc2Br)c1	1.3%	-8%	-1%	0%	8%	i	22	1	-0.1%	1.1%
COC(=O)C(C)(C)ONC(=O)Nc1ccccc1Br	-0.2%	5%	14%	4%	2%	i	41	1.1	0.0%	14%
CCCOC(=O)c1ccc(NC(=O)COC)cc1	0.1%	14%	10%	-7%	4%	i	33	1	1.7%	0.7%
CCCC1=Nc2cc(C(=O)NCCN3CCOCC3)ccc2Sc2ccc(C)cc21	-0.2%	.	.	.	.	i	39	.	-0.2%	0.3%
CC(C)CNC(=O)COC(=O)c1n[nH]c2ccccc12	0.4%	-9%	-10%	10%	10%	i	52	0.5	-0.4%	0.1%
COc1cccc(OC)c1C(=O)Nc1ccccc1N1CCCCC1	0.6%	.	.	.	.	i	53	.	-1.6%	7.3%

Pulled one by one from the list above:
SMILES	UTI89 phage lysis	PMI inhibitors	PMI inhibition	M17LAP inhibition	P. falciparum M1AAP	T cell HTS	T cell HTS vesicle-bound %	TNAP activators	West Nile antiviral	RSV CPE inhibition
CC(C)CNC(=O)COC(=O)c1n[nH]c2ccccc12	0.4%	-9%	-10%	10%	10%	i	52	0.5	-0.4%	0.1%
Cc1nn(C)cc1CNC(=O)Nc1cccc(Cl)c1	1.3%	-14%	-10%	11%	1%	i	42	1.2	-0.4%	1.4%

Going on with the list.
SMILES	UTI89 phage lysis	PMI inhibitors	PMI inhibition	M17LAP inhibition	P. falciparum M1AAP	T cell HTS	T cell HTS vesicle-bound %	TNAP activators	West Nile antiviral	RSV CPE inhibition
COC(=O)c1ccccc1OCC(=O)N1CCN(c2ccc(Cl)cc2)CC1	0.0%	6%	5%	6%	4%	i	6	1.1	-0.9%	0.7%
CCCCNS(=O)(=O)c1ccc2nc(SCC(=O)Nc3cc(C)cc(C)c3)[nH]c2c1	1.2%	14%	20%	-6%	2%	i	21	1.1	0.1%	14%
Cc1cc(C)cc(SCc2noc(C(=O)NCCCN3CCOCC3)c2C(=O)NCCCN2CCOCC2)c1	-0.1%	.	.	10%	4%	i	43	.	17%	-3.7%
O=C(NCCCNCc1ccccc1)/C(=N\O)c1ccccc1	0.0%	-2%	-6%	-7%	2%	i	14	1.1	0.0%	-0.5%
COC(=O)c1ccsc1NC(=O)c1ccccc1	1.6%	-1%	-4%	10%	7%	i	34	1.1	-0.3%	0.0%
COc1cc(C(=O)Nc2ccc(NC(=O)c3ccccc3)nc2)cc(OC)c1OC	-0.2%	.	.	.	.	i	33	.	0.9%	1.1%
O=C(NCCc1ccccc1F)C1CCCN1S(=O)(=O)c1ccc2ccccc2c1 (stereo not drawn)	2.2%	13%	11%	14%	5%	.	.	1.1	-1.1%	-0.5%
COC(=O)C1=C(C)Nc2nnnn2C1c1cccnc1 (stereo not drawn)	0.3%	-7%	-11%	-16%	0%	i	41	1.1	-0.1%	0.9%
